DAX1 inh-1: inhibits human nuclear receptor DAX1. P51843. HEK293 Gal4-DAX1 luciferase reporter, luminescence. inhibition, % at 6.75 µM. actives 0.99% (n = 340,000). AID 504766;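 active = inhibition above the mean over all tested compounds plus 3 SD, cut at about 4.2% in these data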;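 note: 0% = DAX1-transfected cells with DMSO and 100% = empty-vector control cells with DMSO; inhibition shows as a rise in luminescence from relieved DAX1 repression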
Target sequence (P51843 207-470 limits assumed): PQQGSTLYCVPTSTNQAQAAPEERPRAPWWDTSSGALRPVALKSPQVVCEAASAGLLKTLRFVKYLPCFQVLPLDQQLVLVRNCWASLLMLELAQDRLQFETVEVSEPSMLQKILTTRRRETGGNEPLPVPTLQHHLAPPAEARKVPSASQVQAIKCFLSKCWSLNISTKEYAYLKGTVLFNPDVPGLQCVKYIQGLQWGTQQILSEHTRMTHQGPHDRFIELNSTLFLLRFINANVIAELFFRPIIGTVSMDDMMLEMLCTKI
hgDAF12 agonist: activates the H. glycines DAF-12 receptor ligand-binding domain. activation, % at 6.8 µM. HEK293 GAL4-hgDAF12 UAS-luciferase reporter, agonist luminescence; normalized to butyrate control. actives 1.8% (n = 370,000);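 active = activation above a cutoff set at the mean of all screened compounds plus 3 SD, cut at about 10% in these data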;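 note: 0% = DMSO wells and 100% = sodium butyrate wells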
SMARCA2 act: increases SMARCA2 function in MMTV reporter cells | AID 652017 | MG213 cells, MMTV-luciferase reporter, dexamethasone, overnight | activation, % at 9.1 µM | actives 1% (n = 370,000); in the data active = activation above about 7.8%;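 note: 0% = vehicle wells and 100% = reference activator wells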
NPR2 activator: GC-B (human) receptor activation. P20594. HEK293-GC-B cells, CNP EC30, cGMP TR-FRET; 0% at EC30 CNP, 100% saturating CNP. AID 1920062. activation, % at 10 µM. actives 0.11% (n = 370,000);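 active = activation at 10 µM reaching about 35% in either raw or pattern-adjusted values, limit read from the data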
ssDAF-12 act: S. stercoralis DAF-12 activation, primary screen. HEK293 ssDAF-12/GRIP1 lit1-tk-luc reporter, luminescence; % of 3 µM dafachronic acid response. activation, % at 6.8 µM. actives 1% (n = 370,000);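 active = activation above the mean over all tested compounds plus 3 SD, cut at about 0.9% in these data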;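 note: 0% = DMSO-only wells and 100% = 3 µM delta7-dafachronic acid wells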
sPLA2-III inh: Inhibits HGIII-sPLA2 liposome hydrolysis, primary screen; Q9NZ20; QFRET BODIPY PC-A2 liposome hydrolysis, fluorescence; inhibition, % at 12.2 µM; actives 0.56% (n = 370,000);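 active = inhibition above mean plus 3 SD of compounds lying within the high and low control bounds, cut at about 19% in these data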;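 note: 0% = median of test compound wells and 100% = no enzyme DMSO wells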
Target sequence (Q9NZ20 whole entry, looked up): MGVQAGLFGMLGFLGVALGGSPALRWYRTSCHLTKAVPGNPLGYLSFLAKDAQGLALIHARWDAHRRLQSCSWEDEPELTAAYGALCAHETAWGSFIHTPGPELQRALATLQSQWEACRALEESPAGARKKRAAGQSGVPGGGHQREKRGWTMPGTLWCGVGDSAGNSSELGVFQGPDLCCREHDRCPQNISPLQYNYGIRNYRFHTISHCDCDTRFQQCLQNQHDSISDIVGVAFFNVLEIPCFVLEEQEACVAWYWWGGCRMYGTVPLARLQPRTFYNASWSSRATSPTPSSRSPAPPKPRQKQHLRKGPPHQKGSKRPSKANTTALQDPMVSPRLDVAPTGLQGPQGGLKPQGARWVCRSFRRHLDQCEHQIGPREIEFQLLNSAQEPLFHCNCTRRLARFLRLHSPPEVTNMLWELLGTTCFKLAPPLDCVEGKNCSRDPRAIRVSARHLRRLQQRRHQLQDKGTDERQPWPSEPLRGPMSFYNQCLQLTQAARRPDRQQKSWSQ
DAX1 inh-2: inhibitors of DAX1 repression of SF-1 activated StAR promoter. AID 652010. inhibition, % at 6.8 µM. HEK293T StAR-luciferase reporter, SF-1/DAX-1 repression relief. actives 1.1% (n = 370,000);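 active = inhibition above the mean over all tested compounds plus 3 SD, cut at about 3.6% in these data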;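 note: 0% = DAX-1 cells with DMSO and 100% = cells lacking DAX-1 with DMSO; higher inhibition means more luminescence from relief of DAX-1 repression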
FXN GAA850 act: frataxin GAA850 promoter activation; AID 540364; actives 0.56% (n = 360,000); activation, % at 6 µM; HEK293 lucGAA850 FXN promoter luciferase reporter, 24 h; percent of 10 µM SAHA response;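 active = activation above the average of all compounds screened plus 3 SD, cutoff fixed separately per campaign, cut at about 7.5% in these data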;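 note: 0% = DMSO wells and 100% = 10 µM SAHA wells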
ADAM10 inh: ADAM10 inhibition, QFRET primary screen; recombinant ADAM10, EDANS/DABCYL FRET peptide cleavage, 3 h; AID 720582; O14672; inhibition, % at 7 µM; actives 0.62% (n = 370,000);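 active = inhibition above a per-campaign cutoff equal to the mean of compounds falling between control-based bounds plus 3 SD, cut at about 20% in these data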;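 note: 0% = DMSO wells while the 100% control is not disclosed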
NPR1 activator: GC-A (human) enzyme activation; P16066; HEK293 GC-A cells, cGMP TR-FRET, EC30 ANP; 0% at EC30 ANP, 100% saturating ANP; activation, % at 10 µM; actives 0.14% (n = 370,000); AID 1671463; in the data active = activation above about 40%
hcDAF-12 act: H. contortus DAF-12 activation, primary screen; actives 1.4% (n = 370,000); HEK293 hcDAF-12 lit1-tk-luc reporter, luminescence; 0% DMSO, 100% Δ7-dafachronic acid; activation, % at 6.8 µM;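 active = activation above the mean of all tested compounds plus 3 SD, cut at about 5.5% in these data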;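 note: 100% = response to 3 µM Δ7-dafachronic acid high control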
Starred values were filed as active, the others as inactive; . = not tested or not shown.

item	SMILES	DAX1 inh-1	hgDAF12 agonist	SMARCA2 act	NPR2 activator	ssDAF-12 act	sPLA2-III inh	DAX1 inh-2	FXN GAA850 act	ADAM10 inh	NPR1 activator	hcDAF-12 act
1	COc1ccc(C(=O)/C=C/Sc2nc3ccccc3o2)cc1	3.6	-2.3	1	4	-1.4	-9	-0.5	9.8*	2	35	-0.9
2	COc1ccc(-c2oc(/N=C/N3CCOCC3)c(C#N)c2-c2ccc(OC)cc2)cc1	-2.7	-3.6	-4	-2	-1.2	-8	-0.8	-1.7	6	2	-3.0
3	CN1CC(=O)N2C(c3ccc(Cl)cc3)c3[nH]c4ccccc4c3C[C@H]2C1=O (some centres not stated)	-1.8	-0.8	-1	-14	-0.3	-10	-0.2	0.7	-2	-49	5.5
4	CNC(=O)NC(=O)C(OC(=O)c1cccc(S(=O)(=O)N2CCCCC2)c1)c1ccccc1 (configuration not stated)	0.9	0.3	0	19	-1.8	3	0.1	-2.5	-7	12	-1.1
5	Nc1cc(C(=O)O)ccc1Nc1ccccc1	0.3	-0.8	1	-10	-1.4	-17	-0.8	2.2	-171	-3	-0.8
6	O=S1(=O)CC2c3ccc(F)cc3CN2CN1Cc1ccccc1 (configuration not stated)	.	1.8	-2	1	-0.8	1	0.0	.	-3	1	2.4
7	Cc1ccc(C=Nc2ccccc2C#N)s1	-1.0	0.8	0	3	-0.7	2	-0.2	1.4	3	-1	0.3
8	Oc1ccc(-c2nc3ccccn3c2NCc2ccc3c(c2)OCO3)cc1	0.5	1.5	4	0	-1.4	7	0.4	0.4	-452	7	0.0
9	O=S(=O)(NC1c2cccc3cccc(c23)C1N1CCNCC1)c1ccc(Cl)cc1 (configuration not stated)	0.4	2.2	-1	-16	-1.2	-9	-0.8	0.5	0	-37	0.3
10	COCCNC(=O)COC(=O)/C=C/c1c(C)nn(Cc2ccc(Cl)cc2Cl)c1Cl	-0.4	-0.6	-6	5	-1.8	-4	-1.0	-1.2	9	5	-2.2
11	CCN1CCN(c2ccc(S(=O)(=O)N3CCCCC3)cc2NC(=O)/C=C/c2ccc(OC(F)F)cc2)CC1	-0.3	2.5	0	-6	-1.4	-9	1.4	-0.6	2	-3	0.1
12	CC1CC(C)(C)NC(=S)N1CCCC(=O)NCc1ccccc1 (configuration not stated)	1.2	1.6	-2	-2	0.1	5	0.4	-2.2	3	1	1.9
13	COc1ccc(C(CNC(=O)c2ccc(C)c(S(=O)(=O)N3CCOCC3)c2)N2CCCC2)cc1 (configuration not stated)	0.7	1.2	-3	-6	-0.6	11	1.0	-3.6	-6	-8	1.3
14	CN(C)S(=O)(=O)c1ccc(NC(=O)C2COc3ccccc3O2)cc1 (configuration not stated)	4.5*	-2.4	0	-5	-0.5	0	0.4	2.4	-13	3	-1.7
15	CCn1c(CNC(=O)c2ccccc2)nc2ccccc21	-0.1	-2.0	1	-5	-1.8	-2	-0.3	4.4	5	-2	-0.3
16	COc1ccc(CNC(=O)OCc2nccnc2C(=O)Nc2ccc(Br)cn2)cc1	0.7	-0.1	2	2	-1.0	5	2.0	1.1	-3	-1	-1.6
17	NC(=S)Nc1ccc(Cl)c(Cl)c1	-1.3	0.9	0	0	-1.9	13	-0.3	0.8	-10	0	-1.9
18	Nc1nc(SCc2ccccc2Cl)[nH]c(=O)c1-c1ccccc1	-0.2	-0.2	0	-1	-1.3	-8	-0.3	2.1	-4	2	-2.0
19	N#Cc1ccc(Cn2ccc3ccc(-c4ccc5ccn(C(=O)C6CCCCC6)c5c4)cc32)cc1	.	4.9	2	7	-0.3	12	-1.8	.	-27	3	-2.1
20	O=C(Nc1ccccc1)c1nc[nH]c1C(=O)N1CCN(c2ccccc2)CC1	0.6	0.1	-1	-2	-1.1	3	0.9	-1.1	2	-2	-0.9
21	Cc1cc(Cn2nc(-c3ccccc3)cc2C(=O)NCc2cccs2)on1	0.2	-1.3	0	1	-1.3	-24	-0.4	-0.9	7	8	-1.4
22	COC(=O)C(NC(=O)C(NC(=O)C1CCC(C)CC1)C(C)C)C(C)C (configuration not stated)	2.6	-2.4	-5	0	-0.5	11	-0.5	1.2	-3	1	-0.2
23	CC1(C(=O)Nc2cccc(Oc3ccccc3)c2)CCN1C1Cc2ccccc2C1 (configuration not stated)	.	0.1	-2	3	-0.9	-7	-0.8	0.2	-4	1	2.6
24	Cc1ccc(Cn2cc(/C=N/Nc3ccc([N+](=O)[O-])cn3)c3ccccc32)cc1	2.7	6.2	4	1	-1.3	1	-0.4	2.9	0	5	2.5
25	COc1cc(NC(=O)C23CC4CC(C2)CC(n2cnc([N+](=O)[O-])n2)(C4)C3)cc(OC)c1	-0.3	-0.7	-1	-4	-1.5	-3	-1.1	-1.7	3	0	-2.7
26	CC(C)(C)C(=O)/C=c1\[nH]c(=O)/c(=C\c2ccccc2F)s1	0.3	0.6	-1	-1	-1.6	-2	-0.2	2.0	0	0	-0.1
27	O=C(CCS(=O)(=O)c1ccc(Br)cc1)Nc1ccccc1Cl	-0.5	1.2	1	-2	-0.6	-1	-0.1	1.4	-3	-1	0.8
28	Cc1ccc(S(=O)(=O)N2CCOCC2)cc1NC(=O)CSc1ccccn1	1.2	-0.1	4	4	-1.5	4	-0.1	-0.3	2	-1	-1.3
29	CCOc1cccc(NC(=O)CSc2nncn2N)c1	1.1	-1.7	-4	-1	-1.2	1	0.1	-0.8	-4	3	-1.1
30	NCCS	-0.4	-1.6	0	1	-1.1	4	-0.2	0.9	-8	8	1.3

Retrieved by compound from above (two):
item	SMILES	DAX1 inh-1	hgDAF12 agonist	SMARCA2 act	NPR2 activator	ssDAF-12 act	sPLA2-III inh	DAX1 inh-2	FXN GAA850 act	ADAM10 inh	NPR1 activator	hcDAF-12 act
12	CC1CC(C)(C)NC(=S)N1CCCC(=O)NCc1ccccc1 (configuration not stated)	1.2	1.6	-2	-2	0.1	5	0.4	-2.2	3	1	1.9
6	O=S1(=O)CC2c3ccc(F)cc3CN2CN1Cc1ccccc1 (configuration not stated)	.	1.8	-2	1	-0.8	1	0.0	.	-3	1	2.4

Part of the list above in order of heavy-atom count, largest number first.
item	SMILES	DAX1 inh-1	hgDAF12 agonist	SMARCA2 act	NPR2 activator	ssDAF-12 act	sPLA2-III inh	DAX1 inh-2	FXN GAA850 act	ADAM10 inh	NPR1 activator	hcDAF-12 act
4	CNC(=O)NC(=O)C(OC(=O)c1cccc(S(=O)(=O)N2CCCCC2)c1)c1ccccc1 (configuration not stated)	0.9	0.3	0	19	-1.8	3	0.1	-2.5	-7	12	-1.1
24	Cc1ccc(Cn2cc(/C=N/Nc3ccc([N+](=O)[O-])cn3)c3ccccc32)cc1	2.7	6.2	4	1	-1.3	1	-0.4	2.9	0	5	2.5
27	O=C(CCS(=O)(=O)c1ccc(Br)cc1)Nc1ccccc1Cl	-0.5	1.2	1	-2	-0.6	-1	-0.1	1.4	-3	-1	0.8
15	CCn1c(CNC(=O)c2ccccc2)nc2ccccc21	-0.1	-2.0	1	-5	-1.8	-2	-0.3	4.4	5	-2	-0.3
5	Nc1cc(C(=O)O)ccc1Nc1ccccc1	0.3	-0.8	1	-10	-1.4	-17	-0.8	2.2	-171	-3	-0.8

Later entries
31	CC(NC(=O)COc1ccccc1F)C1CC2CCC1C2 (configuration not stated)
32	CN(C)/C=C(/C(=O)c1ccc(Cl)cc1)S(C)(=O)=O
33	N#C/C(=C\c1ccccc1)C(=O)N1CCN(c2ccccc2F)CC1
34	c1ccc2c(COn3nnc4ccccc43)cccc2c1
35	COc1cc(OC)cc(C2=Cc3ccc(OC)cc3C(CC(C)=O)N2c2ccc(C#CCCO)cc2)c1 (configuration not stated)

Assay by compound,31,32,33,34,35
DAX1 inh-1,4.2,-0.1,1.1,1.6,.
hgDAF12 agonist,1.1,4.1,0.1,8.5,-1.6
SMARCA2 act,0,0,-1,5,-4
NPR2 activator,5,-1,0,-4,-4
ssDAF-12 act,-2.1,-0.8,-0.9,-0.5,-1.0
sPLA2-III inh,0,1,-22,2,-19
DAX1 inh-2,-0.6,0.1,0.1,1.3,-1.6
FXN GAA850 act,3.4,1.4,2.4,5.2,.
ADAM10 inh,-1,7,1,0,-65
NPR1 activator,4,-1,4,-5,-3
hcDAF-12 act,-1.5,-0.3,-1.1,2.9,-1.9

36	Cc1ccc(-c2nnc(SCC(=O)Nc3ccc4c(c3)OCCO4)n2-c2ccc(C)cc2)cc1
37	CC(=O)Nc1nc2ccc(C(=O)NCCOC(=O)C3CCCCC3)cc2s1
38	CCCCNC(=O)C1(C)CCN1C(=O)c1cccc2c1OCCO2 (configuration not stated)
39	COc1ccc(C(=O)Nc2cc(S(=O)(=O)N3CCCC3)ccc2Cl)cc1
40	O=C(NCCCc1ccccn1)C1CCC(=O)N(Cc2cccc(F)c2)C1 (configuration not stated)

Assay by compound,36,37,38,39,40
DAX1 inh-1,.,1.2,.,-1.7,0.1
hgDAF12 agonist,3.6,3.2,-2.0,-2.3,-2.0
SMARCA2 act,-5,2,5,2,3
NPR2 activator,3,-5,-2,-3,-1
ssDAF-12 act,-1.3,-1.9,-1.1,-1.2,-1.1
sPLA2-III inh,21*,-6,14,-4,4
DAX1 inh-2,0.4,-0.1,0.0,0.2,-0.7
FXN GAA850 act,.,0.8,-0.5,1.4,0.1
ADAM10 inh,-5,15,-9,-5,-2
NPR1 activator,3,0,2,0,2
hcDAF-12 act,-2.2,-0.1,0.5,-0.2,-0.2

41	CC(C)Oc1cccc(C(=O)C2CCCN(Cc3ccc(Oc4ncccn4)cc3)C2)c1 (configuration not stated)
42	O=C1/C(=C/c2cccs2)Sc2ccccc21
43	CCn1c(=S)sc2c(=O)n(CC(=O)Nc3ccccc3C(F)(F)F)c(C)nc21
44	CCC(CC)n1c(C)cc(=O)n1C(CC)CC

Assay by compound,41,42,43,44
DAX1 inh-1,-1.1,2.5,1.4,0.3
hgDAF12 agonist,-0.7,5.3,-0.3,2.4
SMARCA2 act,-4,-4,-3,-1
NPR2 activator,1,-11,2,1
ssDAF-12 act,-0.4,-0.4,-0.9,-0.6
sPLA2-III inh,-21,-6,11,0
DAX1 inh-2,-0.6,1.0,-2.5,1.8
FXN GAA850 act,-0.5,3.3,0.6,-1.9
ADAM10 inh,-7,6,-1,-4
NPR1 activator,-8,2,-2,-1
hcDAF-12 act,-1.0,4.4,2.1,0.0

Source: PubChem
